Source: PubChem
RGS4 inh – Inhibitors of Regulator of G Protein Signaling (RGS) 4: qHTS; Potency, µM (doses to about 114 µM), without a hit: at the highest dose activity change, negative = inhibition, hits mostly inhibitors; Transcreener GDP fluorescence polarization, RGS4-accelerated GTP hydrolysis; AID 504845, 2011; Regulator of G-protein signaling 4 (Homo sapiens), P49798; 390,000 compounds, 0.039% hits; further: on the % scale 0 is the no-effect control and ±100 the full control effect; nearly all actives have a fitted effect of over 75% in size; some results filed as inactive show a strong effect at the top dose
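MLSMR compounds (23 nl, pin-transferred) preincubated 10 min at room temperature with a 500nM (2x) first reagent, then RGS4 at 900nM (2x) plus Transcreener GDP mix added; fluorescence polarization (620/688 nm) read before and after 90 min at 30 °C.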
Vif-APOBEC3G blk – qHTS for Inhibitors of Vif-A3G Interactions: qHTS; DNA dC->dU-editing enzyme APOBEC-3G (Homo sapiens), Q9HC16; 410,000 compounds, 0.076% hits; Potency, µM (titrated, usually from 46.1 µM), inactives show top-dose activity, negative = active, usual class: inhibitors; AID 602310, 2012; HeLa A3G-eYFP + Vif (tagged APOBEC3G with the HIV-1 protein that degrades it), YFP fluorescence, overnight;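 further: on the % scale 0 is the no-effect control and ±100 the full control effect; nearly all actives have a fitted effect of over 60% in size; hits raise eYFP signal because A3G escapes Vif-driven loss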
Target sequence (Q9HC16 whole entry, looked up): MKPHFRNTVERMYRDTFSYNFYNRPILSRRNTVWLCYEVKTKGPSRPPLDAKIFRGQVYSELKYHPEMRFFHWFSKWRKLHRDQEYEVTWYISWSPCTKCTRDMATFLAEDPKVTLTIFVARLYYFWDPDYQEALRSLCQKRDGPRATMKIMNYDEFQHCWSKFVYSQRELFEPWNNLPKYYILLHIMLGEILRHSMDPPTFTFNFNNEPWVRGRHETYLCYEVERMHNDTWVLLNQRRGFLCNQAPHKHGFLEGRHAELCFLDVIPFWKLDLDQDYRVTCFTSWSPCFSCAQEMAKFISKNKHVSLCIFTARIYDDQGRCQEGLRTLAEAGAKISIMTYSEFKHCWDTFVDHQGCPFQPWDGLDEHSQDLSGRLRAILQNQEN
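HeLa cells stably expressing Vif and C-terminally eYFP-tagged A3G, seeded overnight at 37 deg C, then exposed to compound by pintool overnight at 37 deg C. Rise in yellow fluorescence (Ex 488/Em 500-530, Acumen) marks blocked Vif-driven A3G degradation.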
USP1 inh – Inhibitors of USP1/UAF1: Primary Screen; Ubiquitin carboxyl-terminal hydrolase 1 (Homo sapiens), O94782; recombinant USP1/UAF1, Ub-Rhodamine cleavage fluorescence; Potency, µM (highest dose often 57.1 µM), for the others: at the top dose activity change, negative = inhibition, hits mostly inhibitors; 390,000 compounds, 0.23% hits; AID 743255, 2014; further: on the % scale 0 is the no-effect control and ±100 the full control effect; nearly all actives have a fitted effect of over 60% in size; inactives centre near -12
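USP1/UAF1 complex (1 nM) preincubated 15 min at room temperature with compound, then Ub-Rho substrate (150 nM final) added. Kinetic fluorescence at 480/540 nm over 6 reads at 60 s intervals; 50 mM HEPES pH 7.8, 0.5 mM EDTA, 0.1 mg/ml BSA, 1 mM TCEP, 0.01% Tween-20.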
TrxR1 inh – qHTS Assay for Inhibitors of Mammalian Selenoprotein Thioredoxin Reductase 1 (TrxR1): qHTS | Thioredoxin reductase 1, cytoplasmic (Rattus norvegicus), O89049 | recombinant rTrxR1, NADPH fluorescence consumption, selenite substrate | Potency, µM (top dose mostly 114 µM), inactives show at the highest dose activity change, negative = inhibition, most hits filed as inhibitors | 390,000 compounds, 1% hits; further: on the % scale 0 is the no-effect control and ±100 the full control effect; nearly all actives have a fitted effect of over 65% in size
Target sequence (O89049 whole entry, looked up): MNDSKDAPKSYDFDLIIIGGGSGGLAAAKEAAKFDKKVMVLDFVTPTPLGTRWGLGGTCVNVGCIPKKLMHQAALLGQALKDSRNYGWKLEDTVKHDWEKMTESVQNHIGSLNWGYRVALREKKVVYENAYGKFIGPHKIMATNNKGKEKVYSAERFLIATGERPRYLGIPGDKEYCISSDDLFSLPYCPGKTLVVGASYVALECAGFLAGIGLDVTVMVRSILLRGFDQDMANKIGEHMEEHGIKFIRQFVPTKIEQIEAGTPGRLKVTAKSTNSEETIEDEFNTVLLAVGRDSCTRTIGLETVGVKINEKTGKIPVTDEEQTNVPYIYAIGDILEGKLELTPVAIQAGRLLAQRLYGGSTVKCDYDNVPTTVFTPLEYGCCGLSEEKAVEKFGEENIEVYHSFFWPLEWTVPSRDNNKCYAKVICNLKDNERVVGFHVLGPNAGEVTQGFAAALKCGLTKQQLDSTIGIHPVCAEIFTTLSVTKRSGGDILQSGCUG
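Rat TrxR1 (90 nM in the dispensed reagent) was pre-reduced with 400 uM NADPH for 5 min at room temperature, then incubated with compound for 15 min. After 400 uM selenite was added, NADPH fluorescence (Ex 340/Em 450 nm) was followed for 8 min.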
TrxR1 substrate – qHTS Assay for Substrates of Mammalian Selenoprotein Thioredoxin Reductase 1 (TrxR1): qHTS. 390,000 compounds, 0.01% hits. Thioredoxin reductase 1, cytoplasmic (Rattus norvegicus), O89049. AID 588456, 2011. purified TrxR1 substrate turnover, NADPH consumption readout. Potency, µM (top dose mostly 114 µM), for the others: at the top dose activity change, negative = substrate turnover; further: on the % scale 0 is the no-effect control and ±100 the full control effect; nearly all actives have a fitted effect of over 50% in size
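Rat TrxR1, dispensed at 90 nM, was prereduced with 400 uM NADPH (final) for 5 min at ~22 deg C, then incubated with compound 15 min before 400 uM selenite. A first-read NADPH fluorescence drop versus no-compound background flagged substrates.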
Vif-A3F inh – qHTS for Inhibitors of Vif-A3F Interactions: qHTS. HeLa A3F-eYFP + Vif (tagged APOBEC3F with the HIV-1 protein that degrades it), YFP fluorescence increase. AID 602313, 2012. Potency, µM (series often up to 46.1 µM), inactives show top-dose activity, negative = active. 390,000 compounds, 0.2% hits; further: % of control where 0% means no effect; nearly all actives have a fitted effect of over 65% in size
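HeLa cells stably expressing Vif plus C-terminally eYFP-tagged A3F were seeded, incubated overnight at 37 deg C, dosed with compound, incubated overnight again at 37 deg C. Yellow fluorescence (Ex 488/Em 500-530) reported blocked Vif-mediated A3F-eYFP degradation.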
IDH1 R132H inh – qHTS for Inhibitors of mutant isocitrate dehydrogenase 1 (IDH1): qHTS. Potency, µM (doses to about 76.6 µM), for inactives: top-dose activity change, negative = inhibition, actives largely listed as inhibitors. IDH1-R132H enzyme, NADPH consumption, diaphorase/resazurin fluorescence. 390,000 compounds, 0.093% hits; further: on the % scale 0 is the no-effect control and ±100 the full control effect; nearly all actives have a fitted effect of over 65% in size
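IDH1-R132H (0.5 ug/mL dispensed) in pH 7.5 Tris buffer was preincubated 30 min with compound, then given a substrate mix of 0.016 mM NADPH and 2 mM alpha-KG for 80 min at room temperature; remaining NADPH was read by diaphorase/resazurin fluorescence.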
RXFP1 agonist – qHTS Assay for Agonists of the Relaxin Receptor RXFP1. Relaxin receptor 1 (Homo sapiens), Q9HBX9. HEK293T-RXFP1 cAMP TR-FRET, 30 min; response scale: percent of porcine relaxin response, buffer zero. Potency, µM (titrated, usually from 57.5 µM), without a hit: top-dose activation, usual class: activators. 370,000 compounds, 0.3% hits. AID 2676, 2010; further: on the % scale 0 is the no-effect control and ±100 the full control effect; nearly all actives have a fitted effect of over 60% in size; many of its hits are not listed in these tables
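HEK293 cells stably expressing RXFP1, treated 30 min at 37C with compounds plus PDE4 inhibitor Ro 20174; cAMP measured by HTRF TR-FRET. Normalized to buffer and 29 nM porcine relaxin; EC50 by Hill fit.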
ALOX12 inh – Primary qHTS assay for inhibitors of human arachidonate 12S-lipoxygenase (ALOX12): Round 2; Potency, µM (doses to about 108 µM), without a hit: at the highest dose activity change, negative = inhibition, usual class: inhibitors; 580,000 compounds, 1.1% hits; purified 12hLO, xylenol orange hydroperoxide absorbance; further: on the % scale 0 is the no-effect control and ±100 the full control effect
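Purified human 12hLO at 150 nM in 25 mM Hepes, 0.01% Triton X-100, pH 7.0, preincubated 15 min at room temperature with compound. Reaction started with 40 uM arachidonic acid, 30 min at room temperature. Hydroperoxide measured by Fe-xylenol orange, 573/405 nm absorbance ratio.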
Active calls of the source: *; ? = inconclusive; · = no result given; [ ] = remark or other dose. The call rests on the fitted dose curve; in most records, active means well fitted curve in the direction sought with a large enough effect; inconclusive means small, poorly fitted or top-dose-only effect, or another doubt; inactive means no such curve, though single readings can be large; an effect the other way counts as inactive or inconclusive. Potency means the concentration at half of the fitted maximal effect.

SMILES,RGS4 inh,Vif-APOBEC3G blk,USP1 inh,TrxR1 inh,TrxR1 substrate,Vif-A3F inh,IDH1 R132H inh,RXFP1 agonist,ALOX12 inh
CCCSCCCNC(=O)c1cc2n(n1)CCCN(Cc1ccc(C)cc1)C2=O,-12%,1%,-5%,9%[57.1 µM],2%[57.1 µM],2%,25%,0.1%,-22%
COCCn1c(SCC(=O)Nc2cccc(S(N)(=O)=O)c2)nc2cc(Cl)ccc2c1=O,?,-3%,-4%,15%[57.1 µM],4%,-8%,-17%,-1.0%,2%
CC(c1n[nH]c(=S)n1-c1ccccc1)N1CCCCC1 (configuration not stated),-8%,-1%,-7%,-23%[57.1 µM],3%[57.1 µM],-6%,10%,2.9%,-16%
Cc1ccc(NC(=O)CN(C)C(=O)c2ccc(NS(=O)(=O)c3cccc([N+](=O)[O-])c3)cc2)cc1,-7%,4%,-18%,18%,-2%,1%,-2%,·,-2%
COc1cc(C(N)=O)cc(Cl)c1OC,-2%[56.9 µM],-6%,-12%,8%,-3%,0%,4%,-2.3%,-11%
C=CC(=O)N=c1sc2ccccc2n1-c1ccccc1,-18%,-11%,-23%,?,7%[57.1 µM],3%,2%,0.8%,6%
COc1ccc(-c2ccc3c(c2)S(=O)(=O)c2cccc(C(=O)O)c2C3=O)cc1OC,14%,0%,19%,6%[57.1 µM],8%[57.1 µM],-2%,-5%,0.0%,?
COC(=O)c1c(NC(=O)C2C3CCC(O3)C2C(=O)O)sc2c1CCCCCC2 (configuration not stated),15%,-4%,-10%,22%,14%[11.4 µM],-1%,1%,0.9%,?
Cc1ccc(NS(=O)(=O)c2ccc3c(c2)NC(=O)CCS3)c(Cl)c1,-6%[11.4 µM],1%,-23%,23%,5%,1%,-6%,-0.1%,-28%
COCCN(Cc1cc2cc(C)c(C)cc2nc1Cl)C(=O)N1CCOCC1,43%,-2%,0%,20%,10%[57.1 µM],20%,0%,0.7%,3%
CCOC(=O)c1sc(NC(=O)CSc2n[nH]c(-c3ccccc3)n2)c(C#N)c1C,-27%[11.4 µM],-1%,-24%,?,0%[57.1 µM],-1%,-3%,-0.2%,?
Cc1cccc(NC(=O)c2csnn2)n1,-14%,-6%,-24%,-3%[57.1 µM],0%[57.1 µM],8%,-4%,-1.1%,-1%
CCCCOC(=O)Nc1nnc(C(C)C)s1,-45%,-7%,-13%,39%[activator][57.1 µM],-9%[57.1 µM],6%,13%,-0.9%,-9%
O=C(Nc1nccs1)c1cnc2sccn2c1=O,·,-3%,-3%,·,·,-11%,-6%,·,?
CCOC(=O)N1CCC(NC(=O)c2cc(COc3ccccc3SC)on2)CC1,1%,1%,-8%,5%,-3%,?,-7%,1.2%,-25%
O=C(COC(=O)CCC(=O)c1cccs1)NC1CCCCC1,-1%,0%,-14%,3%,-8%,1%,14%,1.5%,3%
CC(=O)c1cccc(NC(=O)c2ccc(NS(C)(=O)=O)cc2)c1,-11%,0%,-15%,13%[57.1 µM],-3%,-2%,7%,0.6%,0%
CC(C)CN(CCNC(=O)CN1C(=O)COc2ccc(S(=O)(=O)N3CCOCC3)cc21)CC(C)C,12%[11.4 µM],1%,-20%,-32%,4%,1%,3%,0.8%,-13%
Cc1ccc(S(=O)(=O)NCCC(=O)NC2CCCCCC2)cc1,5%,2%,6%,25%,-10%[57.1 µM],1%,-4%,-1.5%,-2%
Cc1cccc(C(=O)N[C@H](C(=O)Nc2ccc3c(c2)OCO3)C(C)C)c1,13%,2%,-6%,-1%,-4%,-3%,-1%,·,-3%
O=C(NS(=O)(=O)N1CCOCC1)C1=C(N2CCCC2)COC1=O,5%,0%,-19%,17%,3%,7%,3%,·,6%
COc1cc(NC(=O)C2CC(c3ccc(Cl)cc3)=NO2)cc(OC)c1OC (configuration not stated),-23%,-4%,-21%,14%,2%,3%,4%,1.0%,-13%
O=C(NCCN1CCN(c2cccc(Cl)c2)CC1)c1cccn2c(=O)c3ccccc3nc12,-3%[11.4 µM],0%,-17%,25%,2%,-16%,-9%,·,17%
CS(=O)(=O)N(CC(=O)NCc1ccccc1Cl)Cc1ccccc1,-1%,0%,-2%,-10%,-14%,-2%,3%,0.7%,2%
CN(C)S(=O)(=O)c1ccc2c(c1)nc(CCC(=O)Nc1ccc(N3CCOCC3)cc1)n2C,-2%,1%,12%,24%[57.1 µM],4%[57.1 µM],3%,7%,0.7%,10%
N#CC(c1cccc(Cl)c1)c1ncc(C(F)(F)F)cc1Cl (configuration not stated),36%,1%,-11%,2%,-10%,-9%,3%,-1.8%,-6%
O=C(Nc1ccon1)c1cccc(C(F)(F)F)c1,-11%,1%,-13%,25%[57.1 µM],6%[57.1 µM],0%,0%,1.0%,8%
Cc1ncsc1C(=O)N1CCCC(CNS(=O)(=O)c2cccs2)C1 (configuration not stated),29%,0%,2%,32%,2%,-7%,5%,3.0%,-10%
COc1ccc(CCNC(=O)C23CCC(C)(C(=O)O2)C3(C)C)cc1OC (configuration not stated),18%,5%,-17%,8%,-4%,5%,15%,3.4%,-15%
CC(=O)NC(CC(=O)N(C)C1CCCCC1)c1ccccc1 (configuration not stated),20%,3%,?,20%,2%,0%,-3%,3.6%,-38%

Filtered by structure, the compounds so far with an NH in an aromatic ring (two)
SMILES,RGS4 inh,Vif-APOBEC3G blk,USP1 inh,TrxR1 inh,TrxR1 substrate,Vif-A3F inh,IDH1 R132H inh,RXFP1 agonist,ALOX12 inh
CC(c1n[nH]c(=S)n1-c1ccccc1)N1CCCCC1 (configuration not stated),-8%,-1%,-7%,-23%[57.1 µM],3%[57.1 µM],-6%,10%,2.9%,-16%
CCOC(=O)c1sc(NC(=O)CSc2n[nH]c(-c3ccccc3)n2)c(C#N)c1C,-27%[11.4 µM],-1%,-24%,?,0%[57.1 µM],-1%,-3%,-0.2%,?

Next structures:
mol,RGS4 inh,Vif-APOBEC3G blk,USP1 inh,TrxR1 inh,TrxR1 substrate,Vif-A3F inh,IDH1 R132H inh,RXFP1 agonist,ALOX12 inh
COc1ccc(NC(=O)/C(N=Nc2cc(S(=O)(=O)Nc3ccc(OC)cc3)ccc2OC)=C(\C)O)cc1,8%,-2%,-14%,15%,1%,-17%,-3%,3.4%,-11%
Cc1cc(N(C)C)cc(C)[n+]1[O-],11%,0%,-16%,8%,0%,-11%,6%,-0.6%,-5%
Cc1cccc2c1-c1sc(C(=O)NCc3ccc(Cl)cc3)cc1CO2,12%,-4%,-8%,78%[activator],104%[activator],3%,12%,10%,-9%
Cc1cc(C)cc(C(=O)OCC(=O)NC(=O)NC2CCCC2)c1,-9%,-8%,-21%,7%,-4%,-32%,6%,0.2%,?
COc1cccc2c1OCC(C(=O)Nc1nccs1)=C2,-14%,-10%,-24%,3%,1%,-14%,5%,1.9%,9%
C=CCN(Cc1nc(-c2ccc(OC)cc2)no1)C(=O)c1ccc2c(c1)OCO2,-3%,-2%,-14%,11%[57.1 µM],-7%[57.1 µM],3%,5%,3.6%,8%
Cc1ccc(NS(=O)(=O)c2c(C(=O)N3CCCCCC3)c(C)n(C)c2C)cc1C,-52%[56.9 µM],8%,-9%,17%[57.1 µM],1%[57.1 µM],8%,0%,0.5%,5%
Cc1c(-c2ccc(Cl)cc2)c(=O)oc2c(CN3CCN(C)CC3)c(O)ccc12,-27%,3%,-17%,8%[57.1 µM],47%[activator][57.1 µM],-1%,-6%,17%,-2%
CCC1=NN2C(=N)/C(=C/c3cc(C)n(Cc4ccccc4)c3C)C(=O)N=C2S1,-22%,-3%,-13%,6%[57.1 µM],7%[57.1 µM],4%,-4%,1.1%,151%[activator]

An excerpt, so the mix of outcomes need not match the whole.
